Screens as filed in PubChem BioAssay.
Pol beta inh = qHTS Assay for Inhibitors of DNA Polymerase Beta | 340,000 tested, 1.3% active | P06746 | Pol beta primer extension/strand displacement, fluorescence kinetic | Potency, µM (titrated, usually from 114 µM), inactives show top-dose activity change, negative = inhibition, hits mostly inhibitors | AID 485314, 2010; further: potency means the concentration at half of the fitted maximal effect; on the % scale 0 is the no-effect control and ±100 the full control effect
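Homogeneous kinetic assay of primer extension and strand displacement by 10 nM Pol beta, preincubated 15 min at room temperature with compound before 50 nM substrate (final) was added. Read at 0 and 10 min; four-parameter Hill fit.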
POLK inh = qHTS for Inhibitors of Polymerase Kappa | purified Pol kappa, fluorescent DNA synthesis assay, 10 min | 400,000 tested, 0.53% active | DNA polymerase kappa (Homo sapiens), Q9UBT6 | Potency, µM (titrated, usually from 107 µM), for the others: at the highest dose activity, negative = inhibition, actives largely listed as inhibitors; further: potency means the concentration at half of the fitted maximal effect; on the % scale 0 is the no-effect control and ±100 the full control effect
Target sequence (Q9UBT6 whole entry, looked up): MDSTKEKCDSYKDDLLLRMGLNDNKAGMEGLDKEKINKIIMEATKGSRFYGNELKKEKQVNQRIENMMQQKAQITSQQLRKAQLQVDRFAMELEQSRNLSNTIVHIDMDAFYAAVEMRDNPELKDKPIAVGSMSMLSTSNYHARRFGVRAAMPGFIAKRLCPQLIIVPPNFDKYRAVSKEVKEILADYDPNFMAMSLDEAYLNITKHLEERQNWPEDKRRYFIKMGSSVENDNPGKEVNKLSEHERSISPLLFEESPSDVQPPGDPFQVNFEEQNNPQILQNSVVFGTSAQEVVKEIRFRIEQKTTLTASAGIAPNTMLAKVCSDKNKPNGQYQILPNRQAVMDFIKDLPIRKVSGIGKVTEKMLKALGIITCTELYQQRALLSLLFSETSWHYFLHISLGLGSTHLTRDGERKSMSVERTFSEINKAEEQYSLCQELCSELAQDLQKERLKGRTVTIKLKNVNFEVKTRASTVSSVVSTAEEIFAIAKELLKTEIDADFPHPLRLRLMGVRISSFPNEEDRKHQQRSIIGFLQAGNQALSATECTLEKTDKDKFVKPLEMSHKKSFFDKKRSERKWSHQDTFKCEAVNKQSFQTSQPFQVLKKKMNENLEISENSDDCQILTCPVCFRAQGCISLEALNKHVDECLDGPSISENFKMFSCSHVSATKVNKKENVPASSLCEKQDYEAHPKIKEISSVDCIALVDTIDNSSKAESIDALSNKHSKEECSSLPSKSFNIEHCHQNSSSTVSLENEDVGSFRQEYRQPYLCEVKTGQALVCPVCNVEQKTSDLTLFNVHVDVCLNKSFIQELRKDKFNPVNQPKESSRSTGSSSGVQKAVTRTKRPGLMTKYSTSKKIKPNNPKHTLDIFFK
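10 nM Pol kappa preincubated 15 min at room temperature with compounds, then reaction started with substrate at 50 nM final. Fluorescence read kinetically at 0 and 10 min; buffer-only wells served as negative control.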
BLM helicase inh = qHTS Assay for Inhibitors of Bloom's syndrome helicase (BLM) | recombinant BLM DNA unwinding, fluorescence dequenching | Potency, µM (highest dose often 56.1 µM), for the others: top-dose activity change, negative = inhibition, usual class: inhibitors | 350,000 tested, 0.2% active;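 further: potency means the concentration at half of the fitted maximal effect; plate controls were vehicle for no effect and no enzyme for full effect; nearly all actives have a fitted effect of over 35% in size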
ALOX12 inh = Primary qHTS assay for inhibitors of human arachidonate 12S-lipoxygenase (ALOX12): Round 2. purified 12hLO, xylenol orange hydroperoxide absorbance. Potency, µM (highest dose often 108 µM), for the others: top-dose activity change, negative = inhibition, actives largely listed as inhibitors. 580,000 tested, 1.1% active; further: potency means the concentration at half of the fitted maximal effect; on the % scale 0 is the no-effect control and ±100 the full control effect
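Hydroperoxide product was detected by ferrous iron/xylenol orange as the 573 to 405 nm absorbance ratio. Arachidonic acid at 40 uM (final) was turned over for 30 min at room temperature by 150 nM human 12hLO, pH 7.0 Hepes buffer, after 15 min compound preincubation.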
ERG Ets-DNA blk = qHTS for Small Molecule Inhibitors of the ERG Ets/DNA interaction; fluorescence polarization, His-ERG Ets domain / labelled DNA; Potency, µM (top dose mostly 76.9 µM), for the others: at the highest dose FP activity, negative = inhibition, actives largely listed as inhibitors; 370,000 tested, 0.028% active; AID 624246, 2012; active means well fitted inhibition curve with a large enough effect in the polarisation, with a control signal flat; inconclusive means small, poorly fitted or top-dose-only effect, or effect the other way, or a change in a side signal; inactive means no such curve, though single readings can be large or run the other way; the % refers to the polarisation;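 further: polarization taken with two DNA probes labelled with fluorescein and Texas red; potency means the concentration at half of the fitted maximal effect; % of control where 0% means no effect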
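His-tagged ERG Ets domain (1 uM in the protein solution; 300mM KCl, 50mM Tris-HCl, 1mM EDTA, 1mM DTT, pH 7.5) received compound, then a probe mix of 5 nM fluorescein-DNA and 100nM Texas-615-DNA. Fluorescence polarization was read for both dyes.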
Anesthetic bind = qHTS Assay for Identification of Novel General Anesthetics. Ferritin light chain (Equus caballus), P02791. apoferritin/1-aminoanthracene competitive binding, fluorescence. Potency, µM (series often up to 77.5 µM), without a hit: top-dose activity change, negative = displacement, usual class: inhibitors. 350,000 tested, 0.074% active; further: potency means the concentration at half of the fitted maximal effect; on the % scale 0 is the no-effect control and ±100 the full control effect; nearly all actives have a fitted effect of over 20% in size
Target sequence (P02791 2-175 limits assumed): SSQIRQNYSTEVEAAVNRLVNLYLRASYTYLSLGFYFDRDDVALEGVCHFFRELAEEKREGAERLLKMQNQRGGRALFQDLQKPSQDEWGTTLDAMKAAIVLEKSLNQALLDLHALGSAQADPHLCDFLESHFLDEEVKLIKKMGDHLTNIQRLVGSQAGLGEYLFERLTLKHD
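In PBS, apoferritin at 10 uM is loaded with 1-AMA from a 50% saturated solution. After 10 min of compound exposure at ambient temperature, reduced 535 nm fluorescence indicates probe displacement.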
APE1 inh = qHTS Assay for Inhibitors of the Human Apurinic/apyrimidinic Endonuclease 1 (APE1); DNA repair nuclease/redox regulator APEX1 (Homo sapiens), P27695; recombinant APE1, TAMRA/BHQ-2 abasic DNA cleavage fluorescence; Potency, µM (highest dose often 65.8 µM), inactives show at the highest dose activity change, negative = inhibition, hits mostly inhibitors; 350,000 tested, 0.35% active;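 further: potency means the concentration at half of the fitted maximal effect; plate controls were vehicle for no effect and reference inhibitor for full effect; nearly all actives have a fitted effect of over 55% in size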
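Measures dequenching upon AP-site incision of a 5'-TAMRA/3'-BHQ-2 THF-containing duplex, 50 nM; human APE1 0.75 nM after 15 min room-temperature exposure to compound; kinetic three-point read at one-minute spacing.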
TRHR agonist = qHTS for Small Molecule Agonists and Allosteric Enhancers of Human TRH Receptor: Primary Screen for Agonists; Thyrotropin-releasing hormone receptor (Homo sapiens), P34981; TRHR cells, calcium flux fluo-8, FDSS agonist mode; activation, % at 2 µM; 360,000 tested, 0.18% active; in the data active means activation above about 30%; further: 0% is about no effect
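Agonist-mode FDSS calcium read (Ex 480/Em 530, 1 s cycles) in 1536-well TRHR cells with fluo-8 dye, after 10-cycle baseline and 23 nL compound addition; TRH at EC20 (10 nM final) added afterwards for the enhancer phase.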
POLI inh = qHTS for Inhibitors of Polymerase Iota | Pol iota fluorescent replication assay, 10 min | AID 588590, 2011 | Potency, µM (doses to about 115 µM), for the others: at the highest dose activity, negative = inhibition, most hits filed as inhibitors | DNA polymerase iota (Homo sapiens), Q9UNA4 | 390,000 tested, 1% active; further: potency means the concentration at half of the fitted maximal effect
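Fluorescent replication assay read twice, at 0 min and 10 min after adding 50 nM (final) substrate. Enzyme (10 nM) and compounds were first incubated 15 min at room temperature; enzyme-free buffer wells were negative controls.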
Numbers without * were called inactive; ? = inconclusive; . = no result given; & = joins results of further samples; [ ] = remark or other dose. Unless noted, the call rests on the fitted dose curve; in most records, active means well fitted curve in the direction sought with a large enough effect; inconclusive means small, poorly fitted or top-dose-only effect, or another doubt; inactive means no such curve, though single readings can be large; an effect the other way counts as inactive or inconclusive. Not all compounds are listed, so the mix of outcomes need not match the whole.

SMILES	Pol beta inh	POLK inh	BLM helicase inh	ALOX12 inh	ERG Ets-DNA blk	Anesthetic bind	APE1 inh	TRHR agonist	POLI inh
COc1ccc(CCC(=O)Nc2ccc(S(=O)(=O)N3CCCC3)cc2)cc1OC	.	0%	.	0%	-3%	.	-14%	-0.1	21%
Cn1c2ccccc2c(=O)c2ccc(C#Cc3ccccn3)cc21	25µM*	-19%	-15%	?	9%	-3%	-10%	-0.7	32µM*
COc1ccc(C)cc1-n1nnnc1SCC(=O)Nc1cc(C)on1	-10%	-2%	-6%	-9%	7%	8%	4%	-0.2	9%
Cc1nccn1CC(=O)N/N=C/c1cccc(O)c1	0%	-4%	-1%	-6%	0%	-5%	0%	0.0	5%
CCc1ccc(C(=O)COC(=O)CCc2nc3ccccc3c(=O)[nH]2)cc1	35%	-3%	-1%	-2%	1%	-4%	1%	-0.1	11%
COc1ccc(-n2cnc3sc4c(c3c2=O)CCCC4)cc1	-7%	-5%	-2%	-5%	14%	?	4%	0.1	-18%
C[C@@H]1ON(C)[C@H]2C[C@H]3c4cc(N5CCOCC5)ccc4CCN3C(=O)[C@@H]12	.	-1%	.	?	-3%	.	.	.	-4%
Cc1c(C(=O)NCCSCc2ccc(Cl)cc2Cl)cccc1[N+](=O)[O-]	-7%	-9%	5%	0%	-7%	?	-3%	0.4	-4%
COc1ccc(C2(c3ccc(OC)cc3)NC(=O)N(CC(=O)NC3CCCC3)C2=O)cc1	.	-10%	.	?	-10%	.	20%	-0.1	38%[activator]
Cc1ccccc1/C=C/c1nc2ccccc2c(=O)[nH]1	22µM*	?	-22%	-13%	-16%	-3%	5%	1.1	?
CCOc1ccc(CCNC(=O)c2nn(C)c3c2CSc2ccccc2-3)cc1	14%	3%	2%	18%	-5%	3%	.	0.1	21%
O=C1NC(c2ccccc2Cl)=N/C1=C/c1ccco1	?	?	-4%	?	16%	-6%	-5%	-0.1	28µM*
CCC(CC)c1nnc(NC(=O)C2CCCO2)s1 (stereo not given)	-23%	-6%	-11%	-4%	-10%	-6%	-3%	0.3	89%[activator]
COC(=O)c1ccc(CN(C)S(=O)(=O)c2cccs2)cc1	39%	1%	-5%	-7%	3%	-7%	15%	0.3	40%[activator]
CO/N=C(/CS(=O)(=O)Cc1ccccc1Cl)c1ccc(Cl)cc1Cl	?	-14%	-15%	-20%	.	-10%	-4%	0.5	-13%
CCCC(=O)NCc1ccc2c(c1)cc(C)n2C	40%	-5%	-9%	-5%	6%	-4%	4%	-0.5	27%
CN(C)S(=O)(=O)c1cccc(C(=O)Nc2ccc(Cl)cn2)c1	0%	-7%	0%	16%	.	-16%	9%	0.2	-6%
O=C(NNc1ccccn1)c1ccccc1CC[N+](=O)[O-]	41%	-10%	2%	15%	-5%	-9%	-3%	0.3	44%[activator]
CCN(Cc1ccccc1)S(=O)(=O)c1ccc2oc(C(=O)O)c(C)c2c1	-27%	-1%	-2%	-20%	5%	-3%	-3%	0.2	18%
CN(C(=O)c1cc(S(=O)(=O)N2CCCCC2)c[nH]1)C1CCCCC1	67%	-6%	0%	-4%	9%	0%	-1%	0.0	-23%

An excerpt from above in order of their number in Anesthetic bind, ascending:
SMILES	Pol beta inh	POLK inh	BLM helicase inh	ALOX12 inh	ERG Ets-DNA blk	Anesthetic bind	APE1 inh	TRHR agonist	POLI inh
CN(C)S(=O)(=O)c1cccc(C(=O)Nc2ccc(Cl)cn2)c1	0%	-7%	0%	16%	.	-16%	9%	0.2	-6%
O=C(NNc1ccccn1)c1ccccc1CC[N+](=O)[O-]	41%	-10%	2%	15%	-5%	-9%	-3%	0.3	44%[activator]
CCC(CC)c1nnc(NC(=O)C2CCCO2)s1 (stereo not given)	-23%	-6%	-11%	-4%	-10%	-6%	-3%	0.3	89%[activator]
Cc1ccccc1/C=C/c1nc2ccccc2c(=O)[nH]1	22µM*	?	-22%	-13%	-16%	-3%	5%	1.1	?

(continued)
SMILES	Pol beta inh	POLK inh	BLM helicase inh	ALOX12 inh	ERG Ets-DNA blk	Anesthetic bind	APE1 inh	TRHR agonist	POLI inh
COc1ccc(S(=O)(=O)Nc2ccc(OCC(=O)O)cc2)c2ccccc12	30%	4%	-5%	-48%	-1%	3%	33%[activator]	0.8	144%[activator]
COC(=O)c1ccc(C(=O)OC)c(NC(=O)c2cccnc2)c1	-1%	-7%	-6%	.	-6%	-1%	-5%	0.8	87%[activator]
O=C(c1ccccc1)N(Cc1ccco1)C1CCS(=O)(=O)C1 (stereo not given)	40%	-5%	1%	3%	0%	-5%	-1%	-0.1	43%[activator]
Cc1cc(C)cc(NC(=S)N2CCN(c3ccccn3)CC2)c1	5%	4%	-3%	7%	5%	-13%	40%	-0.7	-4%
Cc1cc(C)cc(NS(=O)(=O)c2ccc(NC(=S)NC(=O)c3ccc(Br)o3)cc2)c1	0%	-14%	-10%	?	-7%	?	9%	-0.3	-8%
COc1ccc(S(=O)(=O)NCC2CCCN(C(=O)C3CCCC3)C2)cc1 (stereo not given)	37%	2%	4%	22%	11%	-6%	20%	-1.7	-7%
COc1ccc(NC(=O)c2ccc(Cl)cc2)c[n+]1[O-]	23%	4%	-2%	8%	-3%	3%	34%[activator]	1.1	119%[activator]
CCOc1ccc(-n2cnc3sc4c(c3c2=O)CCCC4)cc1	-17%	-12%	2%	?	-2%	-10%	-13%	2.5	114%[activator]
COc1cc(Cc2cc(N)nc(N)n2)cc(OC)c1OC	24%	8%	0%	0%	10%	-8%	-7%	0.7	27%
Cc1cccc(N2CCN(C(=O)c3c(C)oc4ncnc(N5CCOCC5)c34)CC2)c1C	17%	2%	3%	-7%	-1%	1%	.	-0.3	12%
CCOc1ccccc1NC(=O)CS(=O)(=O)c1cn(CC(=O)N2CCOCC2)c2ccccc12	2%	-7%	2%	3%	6%	-5%	51%[activator]	-0.4	27%
Cc1ccc(S(=O)(=O)N(C)C)cc1NC(=O)COC(=O)c1sc2cc(Cl)ccc2c1Cl	3%	12%	-2%	-15%	1%	-12%	4%	1.0	1%
COc1cc(C(=O)Nc2cccc(-c3nc4cc(C)ccc4o3)c2)cc(OC)c1OC	7%	5%	-19%	-12%&-22%	14%	0%	?	-0.8	-1%
CCCOc1ccc(/C(CC)=N/NC(=O)C2(C)CC2(Br)Br)cc1 (stereo not given)	19%	-15%	-7%	17%	0%	-12%	11%	0.3	39%[activator]
O=C(CN1C(=O)C2CCCCC2C1=O)Nc1nc2ccc(F)cc2s1 (stereo not given)	.	-4%	.	?	3%	.	-5%	1.7	30%[activator]
COc1cc2c(cc1OC)C(C(=O)Nc1cc(C)c(OC)c(C)c1)CC(=O)N2 (stereo not given)	-2%	-16%	-1%	?	-8%	-7%	8%	0.9	63%[activator]
COc1ccc([C@]23Cc4c(ccc5ccccc45)C(O2)C2=C(CC4(CCCCC4)OC2=O)O3)cc1	9%[22.9 µM]	.	0%[12.4 µM]	.	.	-7%[15.3 µM]	49%[activator][12.4 µM]	0.0	.
Fc1cccc(CCN2CCNC[C@@H]2CC2CCCCC2)c1	.	0%	.	?	-6%	.	-2%	0.9	-20%
Cc1cc(NC(=O)C2CCCO2)ccc1Br (stereo not given)	3%	-2%	-1%	15%	6%	-8%	-3%	-0.5	-9%
CCc1ccc(OCC(=O)N/N=C2\CC(=O)c3ccccc32)cc1	1%	.	-11%	.	.	?	-1%	-0.4	.
Cc1ccc(OCC(=O)NNC(=O)Cn2nnc(-c3ccccc3)n2)cc1	?	-7%	-16%	14%	5%	-5%	?	0.0	61%[activator]
O=S(=O)(NCC(c1cccnc1)N1CCN(Cc2ccccc2)CC1)c1ccc(Cl)cc1 (stereo not given)	-10%	3%	-2%	30%[activator]	0%	-10%	25%	-0.1	16%
CN(C)CCN1CC(O)=C(c2nc3ccccc3s2)C1=N	2%	-3%	-6%	0%	29%	3%	0%	1.9	6%
COc1ccc(NC(=O)C(C)N(c2ccc(C)cc2)S(C)(=O)=O)c(OC)c1 (stereo not given)	21%	-4%	1%	?	-4%	-12%	0%	-0.3	-6%
CCOc1ccccc1CNC(=O)c1cc2occc2n1C	10%	14%	-1%	?	10%	-13%	19%	-0.2	8%
CCC(C)c1ccccc1N1CC(C(=O)NCCc2ccc(OC)c(OC)c2)CC1=O (stereo not given)	.	-1%	.	-1%	2%	.	3%	-0.1	-10%
O=C(CC1CCCCC1)NCc1ccccc1Cl	10%	0%	-3%	25%	0%	6%	6%	-0.1	49%[activator]
O=C(NCc1ccc(OC(F)(F)F)cc1)c1cccc2c1C(=O)c1ccc(N3CCCC3)cc1S2(=O)=O	.	-9%	.	-7%	14%	.	3%	.	?
CC1CCC(NC(=O)Nc2cccs2)CC1 (stereo not given)	1%	-4%	-2%	13µM*	5%	?	-1%	0.7	-15%
COc1cc(OC)cc(C(=O)N2CC(=O)Nc3ccc(Cl)cc3C2c2ccccc2)c1 (stereo not given)	-10%	0%	-9%	-14%	0%	-5%	.	0.3	12%
CN(Cc1nc2c(s1)CCCC2)C(=O)CCc1nnc(-c2ccc3c(c2)OCO3)o1	2%	9%	-2%	-14%	-4%	-8%	-2%	0.5	-35%
Cc1cc(NC(=O)COc2ccccc2)n(-c2ccccc2)n1	15%	-6%	-3%	-13%	2%	-15%	-8%	-0.7	-11%
CCCCOc1ccc(NC(=O)c2cc(F)c(F)cc2Cl)cc1	4%	-22%	5%	0%	.	8%	?	0.2	5%
